Source: PubChem BioAssay (several laboratories)
XIAP displacement: small molecules displacing peptide from XIAP – biochemical, IAP family, fluorescence polarization (AID 1018) | XIAP BIR domain, fluorescence polarization peptide displacement; higher % means a stronger effect | displacement, % at 20 µM, or IC50 in µM where a hit was titrated | actives 0.007% (n = 200,000); in the data active = displacement above about 50%; also: a part of the inactive calls stands beside numbers as strong as those of hits
SIAH1 antagonists: blockers of Siah-1 interaction with plectin peptide – biochemical, fluorescence polarization, rhodamine-plectin, uHTS, primary screen (AID 1817). Siah-1 / rhodamine-plectin peptide fluorescence polarization; higher % means a stronger effect. displacement, % at 20 µM, or IC50 in µM where a hit was titrated. actives 0.02% (n = 290,000);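 active = displacement of at least 50% at 20 µM, with a fluorescence ratio check between 0.3 and a set limit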;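 also: plate controls were Siah plus tracer with DMSO for no effect and tracer alone without Siah for full effect; strong numbers were not always called active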
M17LAP inhibition: P. falciparum M17LAP inhibitors, primary screen, biochemical, fluorogenic H-Leu-NHMec substrate, 1536-well (AID 1619). recombinant M17LAP, H-Leu-NHMec fluorogenic kinetic assay; higher % means a stronger effect. inhibition, % at 30 µM, or IC50 in µM where a hit was titrated. actives 0.38% (n = 220,000);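 active = compound inhibiting the enzyme by more than half at any dose during confirmatory dose-response retesting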;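 also: plate controls were full reaction with DMSO carrier for no effect and no enzyme background for full effect; strong numbers were not always called active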
TNAP activation fold: stimulation of alkaline phosphatase TNAP activity – biochemical, luminescent, no phosphate acceptor, uHTS, primary screen (AID 1001); purified TNAP, luminescent activation assay, no phosphate acceptor; higher activation fold means a stronger effect; one-dose activation fold at 20 µM; EC50 in µM for titrated hits; actives 0.03% (n = 200,000); in the data active = activation fold from about 3, or a potency from the dose series; inactive = the rest, 99 in 100 with activation fold below about 1.6; also: many of its hits are not listed in these tables
Hep lipid drop: modulators of hepatic lipid droplet formation | actives 0.4% (n = 240,000) | AML12 mouse hepatocytes, oleate lipid droplets, BODIPY imaging | AID 1656 | inhibition, % at 6.5 µM;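 active = lipid droplet intensity inhibited by at least 50%, with more than 500 cells counted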
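Material: mouse AML12 hepatocyte cell line, fixed after treatment; Timing: compound with oleate, overnight; Technique: high-content imaging of BODIPY-stained droplets and DAPI nuclei; Probe or stimulus: oleate, 100 µM final; Dosing: compound at 6.5 µM only.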
PMI inhibition: human PMI inhibitors, high substrate, primary screen, biochemical, fluorescence intensity, high mannose 6-phosphate (AID 1220) | recombinant PMI enzyme, coupled fluorescence intensity; higher % means a stronger effect | inhibition, % at 20 µM, or IC50 in µM where a hit was titrated | actives 0.66% (n = 190,000)
UTI89 phage lysis: protection from phage-mediated lysis, alamar blue read-out – E. coli UTI89, K1F phage, bacterial capsule biogenesis inhibitors (AID 488966); E. coli UTI89 K1F phage lysis, alamar blue, 2 h; higher % means a stronger effect; inhibition, % at 100 µM, or IC50 in µM where a hit was titrated; actives 0.02% (n = 340,000);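 active = phage lysis inhibition, versus mean bacterial control, above a set limit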;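 also: capsule biogenesis inhibitors block K1F phage lysis so surviving cells raise fluorescence; higher fluorescence means more inhibition of phage lysis; actives were called in the ten point dose series up to 300 µM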
P. falciparum M1AAP: P. falciparum M1AAP inhibitors, biochemical, fluorogenic H-Leu-NHMec substrate, 1536-well (AID 1445) | recombinant M1AAP, H-Leu-NHMec fluorogenic kinetic assay; higher % means a stronger effect | inhibition, % at 30 µM; hits with a dose series show IC50 in µM | actives 0.42% (n = 220,000);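 active = primary inhibition above the hit cutoff, then over 50% inhibition at one or more dose response concentrations, cut at about 23% in these data, passing the limit was not always enough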;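 also: plate controls were DMSO full reaction for no effect and no enzyme background for full effect; strong numbers were not always called active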
PMI inhibitors: MPI enzyme activity inhibition – biochemical, fluorescence intensity, coupled assay, primary screen (AID 1209); purified PMI enzyme, coupled fluorescence intensity; higher % means a stronger effect; inhibition, % at 20 µM; hits with a dose series show IC50 in µM; actives 0.42% (n = 190,000);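 also: plate controls were DMSO vehicle for no effect and wells lacking substrate for full effect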
Hep lipid drop cells 6.5 µM: also measured in Hep lipid drop; calls as there; cell count; measured here: cell count, cytotoxicity flag;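 cells counted across two imaged fields per well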
Numbers without * were called inactive; i = inactive; x = not tested or not shown; [ ] = remark or other dose. Rule as the data show it, unless noted: active = inhibition above about 50%; inactive = the rest.

SMILES | XIAP displacement | SIAH1 antagonists | M17LAP inhibition | TNAP activation fold | Hep lipid drop | Hep lipid drop cells 6.5 µM | PMI inhibition | UTI89 phage lysis | P. falciparum M1AAP | PMI inhibitors
COc1cc(C(=O)O)nc2ccccc12 | -9.0% | -3% | 6% | 1 | x | x | 11% | -0.5% | 8% | 27%
CCS(=O)(=O)N1CCCC(C(=O)NCc2ccc3c(c2)OCO3)C1 (stereo not given) | -3.1% | 0% | 10% | 1.1 | x | x | -8% | 1.6% | 2% | -8%
Cc1[nH]c2c(C)cccc2c1CCNS(=O)(=O)c1cccc([N+](=O)[O-])c1 | 4.7% | 8% | -7% | 1.2 | -30 | 416 | -2% | 5.7% | 3% | 12%
NC(=O)c1ccccc1NC(=O)Nc1ccccc1Cl | -7.2% | 0% | 1% | 1 | 0 | 725 | -13% | 0.3% | -4% | -13%
Cc1ccc(OCC(=O)Nc2ccc(-c3nc4ncccc4o3)cc2)cc1 | -10% | 13% | -4% | 1.1 | 0 | 739 | 5% | 0.8% | -1% | 15%
COC(=O)C1CCN(CC(=O)Nc2ccc(OC)c(Cl)c2)CC1 | 2.4% | -6% | 11% | 1.1 | 8 | 679 | -4% | 0.8% | 7% | -7%
Cc1nc2ccccc2n(CC(=O)Nc2cc(Cl)cc(Cl)c2)c1=O | -3.4% | 18% | 7% | 1.1 | 5 | 687 | -10% | 0.7% | 3% | -15%
CC1(C)c2cc(Cl)ccc2-n2c1cc(O)c(-c1ccccc1)c2=O | x | 5% | 5% | x | -23 | 684 | x | -0.3% | 4% | x
COc1ccccc1OCCc1nnc(N)s1 | -9.5% | 1% | 4% | 1.1 | 12 | 729 | -3% | 2.0% | 3% | 1%
COc1ccc(C(=O)N2CC(c3ccccc3)CC2=O)cc1 (stereo not given) | x | 0% | 5% | x | -2 | 748 | x | 0.8% | 1% | x
O=C(O)CC(c1ccccc1)c1ccccc1 | -3.0% | 6% | -20% | 1.1 | x | x | -7% | 1.3% | 7% | -6%
CCC(=O)Nc1ccc(S(=O)(=O)N2CCCCC2)cc1OC | -1.5% | -1% | -3% | 1.2 | 6 | 761 | -8% | 0.6% | 3% | 3%
COc1ccc(-c2c3c(=O)n(C)c(=O)n(C)c3cn2Cc2cccnc2)cc1 | 0.2% | -4% | 21% | 1.1 | x | x | -33% | 0.1% | 3% | -43%
Cc1ccc(N2C(N)=C(C#N)C3(C(=O)N(C)c4ccccc43)C3=C2CC(C)(C)CC3=O)cc1Cl (stereo not given) | -4.7% | 4% | -68% | 1 | -1 | 746 | -1% | 4.2% | -2% | -2%
COc1cc(S(=O)(=O)Nc2ccncc2)ccc1F | -3.3% | 10% | 13% | 1.1 | 0 | 701 | -18% | -1.2% | -2% | -17%

Whole records as entered above.
`COc1cc(S(=O)(=O)Nc2ccncc2)ccc1F` across the screens: XIAP displacement: -3.3%; SIAH1 antagonists: 10%; M17LAP inhibition: 13%; TNAP activation fold: 1.1; Hep lipid drop: 0; Hep lipid drop cells 6.5 µM: 701; PMI inhibition: -18%; UTI89 phage lysis: -1.2%; P. falciparum M1AAP: -2%; PMI inhibitors: -17%
`COc1ccc(-c2c3c(=O)n(C)c(=O)n(C)c3cn2Cc2cccnc2)cc1` across the screens: XIAP displacement: 0.2%; SIAH1 antagonists: -4%; M17LAP inhibition: 21%; TNAP activation fold: 1.1; Hep lipid drop: x; Hep lipid drop cells 6.5 µM: x; PMI inhibition: -33%; UTI89 phage lysis: 0.1%; P. falciparum M1AAP: 3%; PMI inhibitors: -43%

Later entries
SMILES | XIAP displacement | SIAH1 antagonists | M17LAP inhibition | TNAP activation fold | Hep lipid drop | Hep lipid drop cells 6.5 µM | PMI inhibition | UTI89 phage lysis | P. falciparum M1AAP | PMI inhibitors
Nc1cc(Cl)ccc1N1CCCCCC1 | -0.9% | -4% | 14% | 1 | -2 | 679 | -20% | -0.4% | 4% | -34%
Cc1ccc(OCC(=O)NCc2cccs2)cc1 | -11% | 5% | 9% | 1.1 | 1 | 785 | 8% | 0.5% | 1% | 7%
COc1cc(C)c(S(=O)(=O)Nc2ccc(CC(=O)O)cc2)cc1C | -0.4% | 6% | -2% | 1.1 | 20 | 765 | -6% | 0.3% | 8% | -4%
CC(=O)N1CCc2cc(S(=O)(=O)NC(CC(C)C)C(=O)N3CCn4c3nc3ccccc34)ccc21 (stereo not given) | -5.1% | -6% | 4% | 1 | -2 | 705 | 6% | -0.4% | 3% | 6%
CCCCN(CC)C(=O)CN(C)S(=O)(=O)c1cccc2nsnc12 | -3.4% | 3% | 10% | 1.1 | x | x | 10% | 5.9% | 12% | 1%
C(#Cc1ccccc1)C[N+]1(CC#Cc2ccccc2)CCCC1 | -2.6% | 7% | 13% | 1.1 | -53 | 653 | 12% | 0.2% | 4% | -2%
COc1ccc(N=C(N)N=C(N)N)c(OC)c1 | -7.1% | 0% | 0% | 1 | -15 | 660 | 2% | -0.1% | 1% | 3%
C=CCN(CCNP(=O)(OCC)OCC)CP(=O)(OCC)OCC | 1.3% | 4% | 1% | 1.1 | x | x | -2% | 6.7% | 5% | 1%
Cc1cccc(N2CCN(c3ccc(N4C(=O)CCCC4=O)cc3[N+](=O)[O-])CC2)c1C | -3.2% | -1% | -3% | 1 | 10 | 678 | 5% | -0.3% | 2% | 16%
Cc1ccc(S(=O)(=O)Nc2ccc(-c3nc4ccc(C)cc4s3)cc2)cc1 | -7.0% | 13% | -13% | 1.2 | 33 | 736 | 14% | 0.1%[50 µM] | 9% | 5%
Cc1ccc(CNC(=O)C2CCN(S(=O)(=O)c3cccs3)CC2)o1 | 0.5% | 1% | 3% | 1.2 | 0 | 725 | -34% | -0.2% | 5% | -26%
O=C1NC(=O)C2(COC(c3cccc([N+](=O)[O-])c3)OC2)S1 (stereo not given) | -7.3% | 0% | 26% | 1.1 | 1 | 665 | 0% | -1.5% | 5% | -15%
Cc1ccc2c(C)c(C(=O)N3CCC(N4CCC(C(=O)NC5CC5)CC4)CC3)oc2c1 | x | -6% | 6% | x | 7 | 709 | x | 0.0% | -2% | x
COC(=O)c1ccc(-c2nc(-c3ccc(Br)o3)no2)cc1 | -6.1% | -3% | -3% | 1 | x | x | 14% | -0.5% | 1% | 11%
O=C(O)CC1(CC(=O)Nc2ccc3c(c2)OCCCO3)CCCCC1 | x | -2% | -7% | x | -2 | 720 | x | 2.4% | 2% | x

The closing 5 records of the section before are carried over, then new ones follow:
SMILES | XIAP displacement | SIAH1 antagonists | M17LAP inhibition | TNAP activation fold | Hep lipid drop | Hep lipid drop cells 6.5 µM | PMI inhibition | UTI89 phage lysis | P. falciparum M1AAP | PMI inhibitors
Cc1ccc(CNC(=O)C2CCN(S(=O)(=O)c3cccs3)CC2)o1 | 0.5% | 1% | 3% | 1.2 | 0 | 725 | -34% | -0.2% | 5% | -26%
O=C1NC(=O)C2(COC(c3cccc([N+](=O)[O-])c3)OC2)S1 (stereo not given) | -7.3% | 0% | 26% | 1.1 | 1 | 665 | 0% | -1.5% | 5% | -15%
Cc1ccc2c(C)c(C(=O)N3CCC(N4CCC(C(=O)NC5CC5)CC4)CC3)oc2c1 | x | -6% | 6% | x | 7 | 709 | x | 0.0% | -2% | x
COC(=O)c1ccc(-c2nc(-c3ccc(Br)o3)no2)cc1 | -6.1% | -3% | -3% | 1 | x | x | 14% | -0.5% | 1% | 11%
O=C(O)CC1(CC(=O)Nc2ccc3c(c2)OCCCO3)CCCCC1 | x | -2% | -7% | x | -2 | 720 | x | 2.4% | 2% | x
O=C(CN1C(=O)c2ccccc2C1=O)NN1C(=O)c2ccccc2C1=O | -2.9% | 23% | 30% | 1 | -18 | 677 | -7% | 4.8% | -2% | -9%
CC(=O)OCC(=O)Nc1ccc(Br)c(C)c1 | -3.0% | 1% | 0% | 1 | -15 | 720 | -7% | 0.1% | 6% | -7%
COc1ccc(OC)c2sc(N3CCc4ccccc4C3)nc12 | -5.8% | -3% | -2% | 1.1 | -3 | 681 | 21% | 0.3% | 1% | 7%
c1ccc(-c2csc3nnc(SCc4ccc5c(c4)OCCO5)n23)cc1 | -12% | 7% | -5% | 1.2 | -29 | 670 | 8% | 1.5% | 5% | 0%
CCn1c(C(=O)N2CCC(Cc3ccccc3)CC2)cc2sccc21 | -1.8% | 2% | -3% | 1 | x | x | -5% | 0.4% | 4% | 6%
CC(C)(C)C(=O)N1CCN(c2ccc([N+](=O)[O-])c(-n3nc(-c4ccccc4)c4ccccc4c3=O)c2)CC1 | -17% | 2% | -3% | 1 | 17 | 627 | 2% | 1.7%[50 µM] | 3% | 0%
CCn1c(C)[n+](CC(O)COCC2CC=CCC2)c2ccccc21 (stereo not given) | -1.4% | 3% | -3% | 1.1 | -1 | 780 | 1% | 0.7%[50 µM] | 16% | -2%
COc1cccc(-c2cc(C(F)(F)F)n3ncc(S(=O)(=O)c4ccccc4)c3n2)c1 | -1.3% | 1% | 4% | 1.1 | x | x | -4% | 0.3% | -2% | -1%
Cc1cc(C)nc(NS(=O)(=O)c2ccc(NC(=S)NC(=O)c3cccnc3)cc2)n1 | -2.5% | -5% | 20% | 1.1 | 3 | 727 | 0% | 1.0% | 11% | 14%
Brc1cccc2sc(N3CCCC3)nc12 | -12% | -1% | 1% | 1.1 | 0 | 697 | 8% | 0.3% | 0% | 5%
O=c1cc(CSc2nnc(COc3ccccc3Cl)o2)nc2sccn12 | -2.5% | 0% | 17% | 1.1 | x | x | 18% | i | 25%* | 0%
CC(=O)C(Sc1ncnc2sc3c(c12)CCCC3)C(C)=O | -6.0% | 0% | 22% | 1 | 13 | 685 | -4% | -0.4% | 6% | -8%
Cc1ccccc1NC(=S)NNC(=O)c1cccnc1 | 4.1% | 2% | 12% | 1 | -3 | 685 | 1% | 1.6%[50 µM] | 0% | -4%
O=c1[nH][nH]c(-c2ccccc2)c1C=Nc1ccccc1 | -2.8% | 0% | 101% | 1.3 | x | x | 8% | 0.4% | 14% | 10%
N#CCSc1ncnc2c1cnn2CCO | -9.1% | 1% | 4% | 1.1 | x | x | -7% | 0.8% | -1% | -5%
CCc1ccc(N2C(=O)c3ccc4c5c(ccc(c35)C2=O)CC4)cc1 | -3.3% | 17% | 1% | 1 | x | x | 4% | 0.4% | 3% | 16%
CC(=O)Nc1ccc([C@H]2[C@H](C)CC[C@H]3C(=O)N4[C@@H](CC[C@@H](C)[C@@H]4c4ccc(NC(C)=O)cc4)C(=O)N32)cc1 | -13% | -4% | -2% | 1 | 38 | 737 | 7% | x | -3% | -9%
O=C(NC(=S)Nc1ccc(CN2CCCCC2)cc1)c1cc2ccccc2o1 | x | -3% | 0% | x | 8 | 671 | x | -1.7% | 6% | x
